Assay outcomes: PubChem, Broad Institute
PAX8 reporter: inhibitors of PAX8-driven TPO luciferase reporter, primary screen, RMG-I cells, single concentration; SteadyGlo, 24 h; inhibition, % at 12.6 µM; 360,000 tested, 1.2% active; AID 652154, 2013;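 active = mean replicate inhibition at least 60% with every replicate also reaching 60%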;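 also: luciferase light reporting Pax8 driven TPO promoter activity; plate controls were median of neutral control wells for no effect and mitoxantrone controls for full effect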
LGR2 inh: inhibitors of bursicon-induced LGR2 CRE-luciferase signal, primary screen, cell-based, HEK293, CRE-luciferase reporter, bursicon stimulation; Drosophila bursicon receptor LGR2 (rickets); bursicon-stimulated, 4 h; inhibition, % at 9.99 µM; 380,000 tested, 0.35% active;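 active = drop in luminescence signal, shown as inhibition above about 50% in the replicate tests, limit read from the data, passing the limit was not always enough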;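 also: agonist challenge used bursicon conditioned medium at about half maximal strength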
ERAP1 inh: human ERAP1 aminopeptidase inhibitors, primary screen, biochemical, single point, plate reader; Endoplasmic reticulum aminopeptidase 1 (Homo sapiens), Q9NZ08; recombinant ERAP1, Leu-AMC fluorescence, 60 min; inhibition, % at 10.7 µM; 340,000 tested, 0.15% active;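 active = mean replicate inhibition of at least 30%, or all replicates individually reaching that 30% level; inactive = mean below 30% and not every replicate reaching it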;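 also: 0% = neutral control wells and 100% = L-leucinethiol positive control wells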
Target sequence (Q9NZ08 whole entry, looked up): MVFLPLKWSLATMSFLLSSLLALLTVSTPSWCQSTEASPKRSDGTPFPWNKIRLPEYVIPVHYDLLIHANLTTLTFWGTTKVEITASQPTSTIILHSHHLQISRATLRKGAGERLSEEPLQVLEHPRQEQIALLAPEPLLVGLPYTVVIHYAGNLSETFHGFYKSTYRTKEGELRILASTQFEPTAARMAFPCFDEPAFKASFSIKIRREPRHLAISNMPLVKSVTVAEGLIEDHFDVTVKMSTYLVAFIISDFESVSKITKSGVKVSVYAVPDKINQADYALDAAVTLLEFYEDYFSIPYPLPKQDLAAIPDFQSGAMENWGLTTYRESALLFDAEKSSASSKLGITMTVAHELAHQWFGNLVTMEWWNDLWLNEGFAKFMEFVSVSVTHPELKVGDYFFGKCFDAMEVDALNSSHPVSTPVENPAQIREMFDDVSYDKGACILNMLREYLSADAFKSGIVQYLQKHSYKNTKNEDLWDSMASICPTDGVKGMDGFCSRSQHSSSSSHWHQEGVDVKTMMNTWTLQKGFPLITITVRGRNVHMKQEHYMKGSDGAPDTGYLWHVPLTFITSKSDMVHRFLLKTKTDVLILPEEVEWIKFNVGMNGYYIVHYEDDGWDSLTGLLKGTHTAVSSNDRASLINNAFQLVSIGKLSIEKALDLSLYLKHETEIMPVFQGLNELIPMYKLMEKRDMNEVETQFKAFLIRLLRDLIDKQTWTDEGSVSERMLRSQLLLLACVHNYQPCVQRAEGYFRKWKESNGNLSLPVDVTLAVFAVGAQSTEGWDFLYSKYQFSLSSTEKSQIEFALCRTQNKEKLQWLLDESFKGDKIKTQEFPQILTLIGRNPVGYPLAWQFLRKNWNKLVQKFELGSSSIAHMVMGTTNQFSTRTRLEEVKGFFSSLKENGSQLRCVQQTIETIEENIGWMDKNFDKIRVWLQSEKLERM
FN deposit inh: inhibitors of fibronectin matrix deposition, primary screen, AH1F cells, Alexa488-fibronectin fluorescence, plate reader; AH1F fibroblasts, overnight; inhibition, % at 12.6 µM; 350,000 tested, 0.086% active; AID 743247, 2014;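 active = mean inhibition across replicates of 30% or more, regardless of how many single replicates reach that level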;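 also: positive control wells lacked labelled fibronectin entirely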
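Material: AH1F fibroblasts assembling fluorescent fibronectin matrix; amount: 10000 AH1F cells/well; medium: DMEM, 2% serum; reagent: Alexa488-fibronectin, 24 nM final in well; dosing: single compound dose, delivered by pin transfer; incubation: 1 h adhesion, overnight exposure; detection: fluorescence after three HBSS washes, excitation 485 nm, emission 525 nm; measure: fibronectin deposition inhibition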
EWS-Fli inh: EWS/Fli-driven NR0B1 reporter inhibitors, primary screen, A673 cells, NR0B1 luciferase, luminescence, MLPCN library. inhibition, % at 12.6 µM. viability-normalised. 350,000 tested, 0.67% active. AID 651661, 2012;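 active = mean inhibition of at least 50% after viability correction, with every replicate also passing that limit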;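 also: firefly luciferase signal divided by Alamar Blue viability fluorescence both relative to DMSO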
S100A4 MyoIIA: inhibitors of S100A4-myosin IIA peptide binding, primary screen, biochemical, fluorescence polarization, TAMRA-MyoIIA peptide; AID 652163, 2013; Protein S100-A4 (Homo sapiens), P26447; inhibition, % at 10.7 µM; 360,000 tested, 0.14% active;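 active = mean inhibition of at least 70% across replicates, with every replicate also reaching that level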
Target sequence (P26447 whole entry, looked up): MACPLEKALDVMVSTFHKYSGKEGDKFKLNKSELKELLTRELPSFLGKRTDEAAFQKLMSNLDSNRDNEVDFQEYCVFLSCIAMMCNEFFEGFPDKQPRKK
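Test system: S100A4 monomer protein; Medium: HEPES pH 7.2 with CaCl2, KCl, NaCl, DTT, Triton; Probe or stimulus: TAMRA-labelled myosin IIA heavy-chain peptide probe, 5 nM; Doses: one dose per compound; Times: polarization read 5 min after assay mix addition, stable 5–60 min; Benchmarks: neutral control DMSO, positive control TFP.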
PGC1a acetyl inh: inhibitors of PGC1a acetylation signal, primary screen, cell-based, U2OS, AlphaScreen, inhibitor mode; AlphaScreen anti-acetyl-lysine; with virally co-expressed GCN5 acetyltransferase; inhibition, % at 15.6 µM; 350,000 tested, 0.17% active; AID 651687, 2012;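 active = every replicate shows inhibition of at least 40%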;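 also: 0% = neutral control wells and 100% = positive control wells; some results beyond the cut were filed as inactive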
PglD inh: C. jejuni PglD acetyltransferase inhibitors, primary screen, biochemical, DTNB colorimetric, single point | UDP-N-acetylbacillosamine N-acetyltransferase PglD (Campylobacter jejuni) | purified PglD enzyme, DTNB colorimetric CoA detection | inhibition, % at 12.5 µM | 360,000 tested, 0.098% active; in the data active = inhibition above about 16%, passing the limit was not always enough; also: strong numbers were not always called active
An asterisk follows results filed as active; / = no result given; & = joins results of further samples. This is a random part of the collection; overall some 2.1% were active at least once.

SMILES	PAX8 reporter	LGR2 inh	ERAP1 inh	FN deposit inh	EWS-Fli inh	S100A4 MyoIIA	PGC1a acetyl inh	PglD inh
CC(C)C[C@H]1CN(CCCC[C@H]2CNC(=O)C(=O)N2CCc2ccccc2)C(=O)C(=O)N1CCc1ccccc1	-22	9	/	4	-4	-6	/	/
CCC(Sc1ccccn1)C(=O)Nc1cccc([N+](=O)[O-])c1 (centres undefined)	2	/	9	-4	5	-1	/	/
CC(=O)Oc1ccc2occ(/C=N/c3cc(=O)[nH]c(=S)[nH]3)c(=O)c2c1	8	-3	4	0	5	-7	7	-14
NS(=O)(=O)c1cccc(NC(=O)CSc2nn(-c3ccccc3)c(=S)s2)c1	-19	10	/	1	/	/	3	0
C[C@@H]1CN([C@@H](C)CO)C(=O)c2cc(C#CCN(C)C)cnc2O[C@@H]1CN(C)Cc1ccccc1	/	6	-5	-6	-3	2	4	3
CC(C)(C)NS(=O)(=O)c1ccc(NC(=O)C2CCCCC2)cc1	-8	12	22	-7	-3	-5	-18	1
Cc1cc(N2CCCC2)ccc1NC(=O)CN1C(=O)NC(C)(c2ccccc2)C1=O (centres undefined)	20	8	2	/	8	-3	14	-4
O=C(C[C@@H]1CC[C@@H](NC(=O)CC2CC2)[C@@H](CO)O1)NCc1ccccc1	/	7	-1	/	-10	-1	4	/
O=C(Cc1c(F)cccc1Cl)NNC(=O)c1ccncc1	-9	4	-1	1	-4	0	-2	3
CCN(CC(=O)Nc1ccc(OC)cc1)C(=O)c1ccc(Cl)c(S(=O)(=O)N2CCCC2)c1	10	2	0	-20	-1	-4	5	-4
CCSc1ccc(-c2cc(NC=O)c3ncc(-c4cc(OC)c(OC)c(OC)c4)n3c2)cc1	50	8	2	-1	9	31	-2	-4
CCO[C@H]1OC(C(=O)NC2CC2)=C[C@@H](c2coc3ccccc3c2=O)[C@@H]1CCCO	-4&-21	10	-1&0	-10	1&-9	8&-2	3	-17&2
COC(=O)[C@H](CC(C)C)NC(=O)Nc1ccc2c(c1)OCCO2	/	-10	0	/	-5	0	5	/
CCN(CC)S(=O)(=O)c1ccc(=O)[nH]c1	3	12	2	/	11	-4	/	/
Cc1nnc(NC(=O)C2CCCN2S(=O)(=O)c2ccc(Cl)cc2)s1 (centres undefined)	0	-13	-3	-5	6	3	4	/
CCNC(=O)[C@@H]1[C@@H](CO)[C@@H]2Cn3c(ccc(-c4cccc(OC)c4)c3=O)[C@@H]2N1Cc1nccs1	/	0	-3	/	3	-3	/	-2
CCOc1cc(CNCc2cccs2)ccc1OCC(=O)NC(C)(C)C	-6	-2	/	-3	/	/	13	-5
COc1ccc(NC(=O)N(C)C[C@@H]2Oc3ccc(NC(=O)Cc4cn(C)c5ccccc45)cc3C(=O)N([C@@H](C)CO)C[C@@H]2C)cc1	/	-15	-1	/	13	-12	-11	-1
Cc1ccc(C2NC(=NCc3ccccc3)Nc3nc(C)cc(=O)n32)cc1 (centres undefined)	-15	6	5	7	18	-1	11	2
O=C(Nc1ccc2oc(=O)ccc2c1)c1ccc(-c2cccc(Cl)c2)o1	26	-10	/	3	-2	0	8	/
Cc1[nH]c(C)c2c(=O)[nH]ncc12	16	-9	/	2	1	1	/	/
C[C@H]1CN([C@@H](C)CO)C(=O)c2cccc(NC(=O)CCCCCC(=O)Nc3ccccc3N)c2O[C@H]1CN(C)S(=O)(=O)c1ccc(F)cc1	13	-27	0	/	-1	-7	0	/
Clc1ccccc1N1CCN(Cc2ccc(Br)o2)CC1	11	/	4	-15	-10	0	/	/
Cc1ccc(S(=O)(=O)N(C)C[C@H]2Oc3ccc(NC(=O)CCN4CCOCC4)cc3C(=O)N([C@H](C)CO)C[C@@H]2C)cc1	-16	-14	-1	/	1	15	2	1
C[C@H](CO)N1C[C@H](C)[C@@H](CN(C)Cc2ccc(C(F)(F)F)cc2)Oc2c(NS(=O)(=O)c3ccccc3)cccc2C1=O	-3	10	1	/	0	9	-8	-1
NC(=O)CNC(=O)C1CCCc2c1[nH]c1ccc(Cl)cc21 (centres undefined)	/	-5	-6	10	/	29	-14	0
C[C@@H]1CN([C@@H](C)CO)C(=O)c2cccc(NC(=O)C3CC3)c2O[C@@H]1CN(C)C(=O)NC1CCCCC1	-23	1	-4	/	-3	-3	3	3
O=C(C[C@H]1C[C@H]2c3cc(NC(=O)C4CCC4)ccc3O[C@H]2[C@@H](CO)O1)NCc1ccc(Cl)cc1	-5	7	0	/	-1	7	8	-1
C[C@@H]1CCCCO[C@H](CN(C)C(=O)Nc2ccc(C(F)(F)F)cc2)[C@@H](C)CN([C@H](C)CO)C(=O)c2cc(NS(C)(=O)=O)ccc2O1	-10	47	2	/	-7	-3	-10	-1
CC(=O)Nc1ccc(-c2ccnc3c2CC(C(=O)Nc2cccc(OC(F)(F)F)c2)O3)cc1 (centres undefined)	31	14	-1	9	13	0	/	-4
C[C@@H]1CN([C@H](C)CO)C(=O)c2cccc(NC(=O)Nc3ccc(F)cc3)c2O[C@@H]1CN(C)Cc1ccc(C(F)(F)F)cc1	3	5	-2	/	7	-6	-1	3
CCCc1cc(=O)oc2c(C)c(OCC(=O)N3CCC(C(N)=O)CC3)ccc12	/	/	/	/	15	-7	2	8
COc1ccc(-c2c(C)cc3oc(=O)cc(-c4ccccc4)c3c2C)cc1F	-9	-26	/	4	-5	-2	32	3
Cc1noc(C)c1NC(=O)Nc1ccc2c(c1)C(=O)N([C@@H](C)CO)C[C@@H](C)[C@H](CN(C)C(=O)Nc1c(C)noc1C)OCCCC[C@H](C)O2	-32	9	-4	2	-10	5	-5	-1
Cc1ccc(-c2nn(-c3ccccc3)cc2/C=C2\SC(=S)N(CCCCCC(=O)O)C2=O)o1	7	-8	2	-5	-11	0	/	-3
CCc1ccc(NC(=O)c2nc(S(=O)(=O)Cc3ccccc3)ncc2Cl)cc1	53	3	-3	51*	/	-6	/	2
CC(Oc1ccccc1)C(=O)N=C1SC2CS(=O)(=O)CC2N1Cc1ccccc1 (centres undefined)	8	-4	3	-2	3	-2	7	-1
Cc1ccc(Cl)c(OC(=O)C2CSC3(C)CCC(=O)N23)c1 (centres undefined)	-4	2	-3	1	-2	-2	/	0
CCN(CC)C(=O)C1CCCN(c2ccccc2[N+](=O)[O-])C1 (centres undefined)	-14	-11	6	/	1	2	-5	/
CCOC(=O)N1CCN(CCc2ccccc2)CC1	-17	7	-6	-1	-11	-2	10	2

A second format for some results above:
| SMILES | PAX8 reporter | LGR2 inh | ERAP1 inh | FN deposit inh | EWS-Fli inh | S100A4 MyoIIA | PGC1a acetyl inh | PglD inh |
| --- | --- | --- | --- | --- | --- | --- | --- | --- |
| CCO[C@H]1OC(C(=O)NC2CC2)=C[C@@H](c2coc3ccccc3c2=O)[C@@H]1CCCO | -4&-21 | 10 | -1&0 | -10 | 1&-9 | 8&-2 | 3 | -17&2 |
| Cc1ccc(-c2nn(-c3ccccc3)cc2/C=C2\SC(=S)N(CCCCCC(=O)O)C2=O)o1 | 7 | -8 | 2 | -5 | -11 | 0 | / | -3 |
| O=C(C[C@H]1C[C@H]2c3cc(NC(=O)C4CCC4)ccc3O[C@H]2[C@@H](CO)O1)NCc1ccc(Cl)cc1 | -5 | 7 | 0 | / | -1 | 7 | 8 | -1 |
| O=C(Cc1c(F)cccc1Cl)NNC(=O)c1ccncc1 | -9 | 4 | -1 | 1 | -4 | 0 | -2 | 3 |
| CCC(Sc1ccccn1)C(=O)Nc1cccc([N+](=O)[O-])c1 (centres undefined) | 2 | / | 9 | -4 | 5 | -1 | / | / |
| Clc1ccccc1N1CCN(Cc2ccc(Br)o2)CC1 | 11 | / | 4 | -15 | -10 | 0 | / | / |
| C[C@@H]1CN([C@H](C)CO)C(=O)c2cccc(NC(=O)Nc3ccc(F)cc3)c2O[C@@H]1CN(C)Cc1ccc(C(F)(F)F)cc1 | 3 | 5 | -2 | / | 7 | -6 | -1 | 3 |

Results in EWS-Fli inh and S100A4 MyoIIA, for 2 of the compounds above:
compound	EWS-Fli inh	S100A4 MyoIIA
CC(=O)Nc1ccc(-c2ccnc3c2CC(C(=O)Nc2cccc(OC(F)(F)F)c2)O3)cc1 (centres undefined)	13	0
Cc1[nH]c(C)c2c(=O)[nH]ncc12	1	1

Further results follow:
SMILES	PAX8 reporter	LGR2 inh	ERAP1 inh	FN deposit inh	EWS-Fli inh	S100A4 MyoIIA	PGC1a acetyl inh	PglD inh
COc1ccc(C(=O)COC(=O)c2sccc2C)cc1OC	-93	-63	0	-1	-80	7	6	-2
CCCNC(=O)N(C)C[C@H]1Oc2ncc(-c3ccccc3)cc2C(=O)N([C@H](C)CO)C[C@H]1C	/	9	-1	-4	-2	1	-1	0
C[C@H]1CN([C@@H](C)CO)C(=O)c2cccc(NC(=O)Nc3ccc4c(c3)OCO4)c2O[C@H]1CN(C)C	-24	3	-3	/	1	3	2	-2
Cc1cc(C)c(S(=O)(=O)N(C)CC(=O)NCCN2CCOCC2)c(C)c1	1	12	1	1	3	0	3	0
Cc1cc(C)c(C(N)=O)c(NC(=O)Nc2ccccc2Cl)n1	-54	/	/	8	/	/	-1	-6
O=C1c2ccccc2C(=O)N1CCCCc1cn(C[C@H]2CC[C@@H]([C@@H]3CC[C@H](Cn4cc(CCCCN5C(=O)c6ccccc6C5=O)nn4)O3)O2)nn1	17	-1	/	-3	1	3	2	-1
CC(C)(C)c1ccc(-c2nc(C#N)c(NCc3ccncc3)o2)cc1	/	-108	/	11	/	/	-17	2
CC(=O)N1CCCCN2[C@@H](CO)[C@@H](c3ccc(Br)cc3)[C@@H]2C1	5	-11	-1	/	-5	-1	8	5
Cc1cc(NC(=S)NC(=O)/C=C/c2ccc(S(=O)(=O)N3CCOCC3)cc2)ccc1Br	23	8	0	13	-1	2	/	/
COc1ccc(NC(=O)N(C)C[C@H]2Oc3ccc(NC(=O)Nc4ccc5c(c4)OCO5)cc3C(=O)N([C@@H](C)CO)C[C@@H]2C)cc1	/	2	2	/	-8	-12	-7	-5
COCCn1cnnc1SCC(=O)Nc1ccc(N2CCCCC2)cc1	-26	10	-1	-2	-10	-10	1	-2
CCCN(C(=O)c1cc(C)ccc1C)c1c(N)n(Cc2ccccc2)c(=O)[nH]c1=O	11	-25	0	5	-1	-3	0	-4
O=C(COC(=O)c1ccc(O)cc1)Nc1cc(S(=O)(=O)N2CCOCC2)ccc1N1CCOCC1	12	3	3	-3	1	5	/	/
O=C(CCNC(=O)c1ccco1)Nc1ccc(OC(F)F)cc1	5	0	-2	-5	/	0	3	-1
